# Bioassay records: PubChem, National Center for Advancing Translational Sciences (NCATS)
# Shiga toxin inh – Shiga toxin inhibition; AID 2315; actives 9.2% (n = 290,000); Vero cells, Shiga toxin protein synthesis inhibition reporter; inhibition, % at 38.7 µM; in the data active means inhibition mostly above about 28%, no sharp cut-off; inactive means mostly below about 43%; further: 0% is about no effect
# Cycloheximide cs – counter-screen hit for Shiga toxin inhibitors, cycloheximide; AID 2314; cell reporter, cycloheximide protein synthesis inhibition counterscreen; actives 12% (n = 300,000); max response, %; in the data active means max response mostly above about 13%, no sharp cut-off; inactive means mostly below about 14%; further: read at 38.3 µM for the half of the compounds with a filed dose; 0% is about no effect
# HCMV inh – human cytomegalovirus inhibition. HFF cells, HCMV-luciferase reporter, 72 h; hits give low values. activity change, negative = inhibition, % at 57.5 µM. actives 4.5% (n = 410,000). AID 1259415; in the data active means activity change below about -60%; inconclusive means no clear call, values can overlap the other calls; inactive means above about -39%; further: on the % scale 0 is the no-effect control and ±100 the full control effect
#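 Two-dose cell screen: HFF monolayers treated with compounds and infected with luciferase-expressing HCMV at 1 PFU/cell, 72 h at 37C, then lysed for luciferase measurement.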
# FBPA Giardia inh – inhibitors of Giardia lamblia fructose-1,6-bisphosphate aldolase. purified Giardia FBPA. actives 0.71% (n = 290,000). Potency, µM (doses to about 59.6 µM), for the others: top-dose activity, negative = inhibition, hits mostly inhibitors; further: potency means the concentration at half of the fitted maximal effect; on the % scale 0 is the no-effect control and ±100 the full control effect; nearly all actives have a fitted effect of over 55% in size
# Target sequence (A8B2U2 whole entry, looked up): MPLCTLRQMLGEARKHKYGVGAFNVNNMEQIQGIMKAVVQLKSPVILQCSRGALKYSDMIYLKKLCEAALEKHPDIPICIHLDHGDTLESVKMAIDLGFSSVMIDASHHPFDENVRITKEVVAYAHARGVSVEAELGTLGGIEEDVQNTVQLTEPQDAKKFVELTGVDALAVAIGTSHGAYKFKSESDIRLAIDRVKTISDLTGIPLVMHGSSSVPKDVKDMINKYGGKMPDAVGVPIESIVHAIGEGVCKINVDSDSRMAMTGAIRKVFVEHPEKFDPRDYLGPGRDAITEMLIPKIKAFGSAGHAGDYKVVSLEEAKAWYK
#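 40 nM FBPA preincubated 10 min at RT with compound (up to 57.5 uM final), then substrate plus GAPDH/TPI/NAD/arsenate coupling and diaphorase/resazurin added. Fluorescence read after 20 min at RT, 525/598 nm.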
# AMA1 RON2 block – AMA1-RON2 (P. falciparum) interaction inhibition. AlphaScreen AMA1-biotinylated RON2 peptide binding. Potency, µM (doses to about 58.2 µM), without a hit: top-dose activity change, negative = inhibition, most hits filed as inhibitors. actives 0.2% (n = 360,000);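 further: potency means the concentration at half of the fitted maximal effect; 0% = vehicle wells and -100% = peptide control; nearly all actives have a fitted effect of over 45% in size; some results filed as inactive show a strong effect at the top dose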
#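 AMA1 (3D7) with his tag at 25 nM final met compounds first, then biotinylated RON2 peptide at 25 nM; detection used donor plus acceptor beads, 10 µg/mL apiece, read by AlphaScreen after 30 min at room temperature.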
# AmpC no deterg – AmpC beta-lactamase inhibition without detergent; P00811; AmpC nitrocefin hydrolysis, absorbance 480 nm, 0.0001% Triton; Potency, µM (titrated, usually from 57.1 µM), without a hit: at the highest dose activity change, negative = inhibition, usual class: inhibitors; actives 0.52% (n = 330,000); AID 485341;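 further: potency means the concentration at half of the fitted maximal effect; plate controls were no compound for no effect and no enzyme for full effect; nearly all actives have a fitted effect of over 20% in size; some results filed as inactive show a strong effect at the top dose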
# Target sequence (P00811 whole entry, looked up): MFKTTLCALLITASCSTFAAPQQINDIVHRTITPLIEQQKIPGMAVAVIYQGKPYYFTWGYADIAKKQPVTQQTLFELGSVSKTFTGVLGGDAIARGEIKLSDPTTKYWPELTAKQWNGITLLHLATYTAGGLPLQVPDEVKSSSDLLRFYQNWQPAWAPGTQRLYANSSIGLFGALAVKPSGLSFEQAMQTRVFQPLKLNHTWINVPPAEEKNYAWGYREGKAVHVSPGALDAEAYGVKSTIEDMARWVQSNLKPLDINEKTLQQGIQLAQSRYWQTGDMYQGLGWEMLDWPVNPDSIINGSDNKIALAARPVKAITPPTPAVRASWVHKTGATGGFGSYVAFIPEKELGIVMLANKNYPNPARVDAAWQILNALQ
#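 AmpC (5.3 nM in the dispensed reagent) in 20 mM phosphate pH 7.0 with 0.01% (detergent screen) or 0.0001% Triton X-100 was preincubated with compounds for 15 min at room temperature. Nitrocefin was then added from an 800 uM solution, and hydrolysis was followed at 480 nm.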
# AmpC inh detg – inhibitors of E. coli AmpC beta-lactamase with detergent; P00811; AmpC hydrolysis of nitrocefin, absorbance 480 nm, 0.01% Triton; Potency, µM (doses to about 114 µM), inactives show top-dose activity change, negative = inhibition, usual class: inhibitors; actives 0.041% (n = 370,000); AID 485294;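 further: potency means the concentration at half of the fitted maximal effect; 0% = no-compound wells and -100% = no-enzyme wells; nearly all actives have a fitted effect of over 25% in size; some results filed as inactive show a strong effect at the top dose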
#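 AmpC (5.3 nM in the dispensed reagent) in 20 mM phosphate pH 7.0 with 0.01% (detergent screen) or 0.0001% Triton X-100 was preincubated with compounds for 15 min at room temperature. Nitrocefin was then added from an 800 uM solution, and hydrolysis was followed at 480 nm.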
# The depositor's hits bear a star; ? = inconclusive; . = no result given; [ ] = another dose, or the depositor's remark. Unless noted, the call rests on the fitted dose curve; in most records, active means well fitted curve in the direction sought with a large enough effect; inconclusive means small, poorly fitted or top-dose-only effect, or another doubt; inactive means no such curve, though single readings can be large; an effect the other way counts as inactive or inconclusive.
SMILES	AmpC no deterg	AMA1 RON2 block	Cycloheximide cs	AmpC inh detg	Shiga toxin inh	HCMV inh	FBPA Giardia inh
COc1ccc(OC)c(-n2c(-c3ccccc3)n[nH]c2=S)c1	-12%	1%	-1	-5%	-8	16	-9%
COc1ccc(F)cc1S(=O)(=O)NC1CCCC1	-11%	0%	-4	2%	-29	.	7%
COc1cc(NC(=O)c2ccc(NS(=O)(=O)c3c(C)noc3C)cc2)cc(OC)c1	-42%	-10%	-3	0%	17	31	8%
COC(=O)c1ccc(OC(=O)CCN2C(=O)C3CCCCC3C2=O)cc1 (stereo unspecified)	-18%	5%	-9	5%	-7	34	7%
CCCc1nnc(NC(=O)Nc2ccc(OC)cc2)s1	-39%	8%	24*	2%	39	15	5%
Cc1ccc(NC(=O)COC(=O)CN2CCCCCC2=O)c(C)c1	-1%	13%	.	-1%	.	3	.
CNC(=O)c1ccccc1Sc1ccccc1C#N	-8%	-10%	-2	0%	1	-32	-4%
CCOc1cc(NC(=O)c2ccccn2)c(OCC)cc1NC(=O)c1ccc(OC)cc1	-13%	5%	-4	4%	-5	-22	-10%
CCCCn1c(SCC(=O)NC2CCS(=O)(=O)C2)nc2cc(S(N)(=O)=O)ccc21 (stereo unspecified)	-16%	5%	-4	6%	-3	3	4%
CCCCOC(=O)c1ccc(O)cc1	-20%	-2%	11	-9%	14	1	-1%
CC(C)(C)n1ncc2c(=O)n(CC(=O)N3CCc4ccccc43)cnc21	-17%	-4%	12*	-13%	69*	12	1%
COc1ccc(N(CC(O)CN2CCCCC2)S(=O)(=O)c2ccc(C)cc2)cc1 (stereo unspecified)	-13%	0%	-3	?	-11	20	8%
COc1cc(C)c(CNCCc2c[nH]c3ccccc23)cc1C	-7%	?	-3	-5%	-4	2	?
N#Cc1ccc(-c2ccc(F)cc2)nc1Oc1ccc(F)cc1	-30%	24%	-4	-8%	-19	-6	5%
Fc1ccccc1CSc1nc2ncc(Br)cc2[nH]1	-27%	8%	22*	?	27	32	-28%

# The last 3 compounds of the section above open the next one:
SMILES	AmpC no deterg	AMA1 RON2 block	Cycloheximide cs	AmpC inh detg	Shiga toxin inh	HCMV inh	FBPA Giardia inh
COc1cc(C)c(CNCCc2c[nH]c3ccccc23)cc1C	-7%	?	-3	-5%	-4	2	?
N#Cc1ccc(-c2ccc(F)cc2)nc1Oc1ccc(F)cc1	-30%	24%	-4	-8%	-19	-6	5%
Fc1ccccc1CSc1nc2ncc(Br)cc2[nH]1	-27%	8%	22*	?	27	32	-28%
Oc1ccccc1Nc1nc(NCc2ccco2)c2ccccc2n1	-46%	27%	-1	-5%	15	0	-10%
Cc1ccc(Cl)cc1NC(=O)COC(=O)CSc1ccccc1	-20%	19%	.	.	.	-5	.
COc1cc(NC(=O)c2sc3ncn(CC(=O)N4CCCCC4)c(=O)c3c2C)cc(OC)c1OC	169%[activator]	0%	-5	-2%	-7	28	10%
C=CCNc1nc2ccccc2c(=O)[nH]1	-10%	4%	-1	3%	7	?	-2%
C=CC(=O)NC(NC(=O)C=C)c1ccccc1F	-13%	-15%	-1	5%	12	-27	-1%
COc1ccc(C(=O)/C(=C\c2sccc2C)c2nc3ccccc3o2)cc1	-24%	.	19*	-10%	49	.	9%
COc1ccccc1N1CCN(C(=O)c2cccc(Oc3ccccc3)c2)CC1	136%[activator]	-1%	2	1%	2	-6	-2%
Cc1[nH]c2ccc(-c3nnc(SCC(=O)N4CCCc5ccccc54)o3)cc2c1C	-13%	-1%	6	3%	-16	-21	10%
CC1(C)Cc2c(sc(NC(=O)C(=O)N3CCCC3)c2C(N)=O)CO1	8%	121%[activator]	-5	?	10	-20	23%
COc1cccc(NC(=O)c2ccnc(N3CCC(C(=O)NCc4ccccc4OC)CC3)c2)c1	79%[activator]	-3%	26	?	14	37	-14%
O=C(/C=C/c1cccc([N+](=O)[O-])c1)c1cccs1	-12%	-3%	9	-13%	-6	-90*	1%
CCCCn1c(N)c(-c2nc3ccccc3s2)c2c([N+](=O)[O-])nn(C)c(=O)c21	-23%	0%	-4	0%	6	-4	3%
CCc1ccc(NC(=O)c2ccc(F)c(S(=O)(=O)NCC3COc4ccccc4O3)c2)cc1 (stereo unspecified)	-19%	-7%	-1	?	-6	-91*	-1%
CCN(CC)Cc1c(O)ccc2c(=O)c(-c3ccc4c(c3)OCCO4)coc12	-21%	2%	6	-8%	15	?	0%
Cc1ccc(S(=O)(=O)N(Cc2cccc([N+](=O)[O-])c2)C(=O)N2CCN(C)CC2)cc1	3%	-8%	.	-17%	.	-28	.

# New compounds follow:
SMILES	AmpC no deterg	AMA1 RON2 block	Cycloheximide cs	AmpC inh detg	Shiga toxin inh	HCMV inh	FBPA Giardia inh
Cc1c(NS(C)(=O)=O)c(=O)n(-c2ccccc2)n1C	-14%	73%[activator]	-4	3%	-5	2	6%
O=C1C=C(c2ccc3c(c2)OCO3)C[C@@H](c2ccc(Cl)cc2)C1	-16%	18%	.	-7%	.	-10	.
CCNC(=O)NC(=O)COC(=O)CCc1nc(=O)c2ccccc2n1C	-17%	-12%	-1	2%	-7	?	-7%
CCOC(=O)Cc1csc(NC(=O)c2ccc3c(c2)OCO3)n1	-14%	-1%	15*	2%	40*	48	-1%
CC(C)c1ccccc1NC(=O)CNCCc1ccc(C(F)(F)F)cc1	106%[activator]	-19%	-5	1%	-6	?	?
O=C(c1cc2ccccc2o1)N1CCN(Cc2ccccc2)CC1	46%	-5%	20*	-8%	22	-5	.
N#Cc1c(-c2ccccc2)nc2n(-c3ccccc3)nc(C(=O)Nc3ccccc3)n2c1=O	-43%	0%	-2	-5%	17	-10	2%
O=C1Nc2cc(C(=O)NCCCN3CCOCC3)ccc2S/C1=C/c1cccc(Cl)c1	-3%	3%	-10	0%	8	-24	.
C=CCn1c(SCc2nc3c(c(=O)[nH]c(=O)n3CCCC)n2CCC)nnc1-c1ccccc1	37%	1%	-2	?	4	-10	9%
CN(C)c1ccc(CN(CC2CCCO2)C(=O)c2cc3ccccc3o2)cc1 (stereo unspecified)	27%	16µM*	.	0%	.	-21	.
COCCCn1c(C(=O)N2CC(C)OC(C)C2)cc2c(=O)n3cccc(C)c3nc21 (stereo unspecified)	69%[activator]	0%	-8	1%	-1	.	-9%
COc1ccc(NC(=O)N/C=C/c2ccccc2)cc1	-34%	-9%	35*	-3%	103*	1	1%
C/C(=N\NC(=O)c1cc(-c2ccc(Cl)s2)[nH]n1)c1ccncc1	-20%	3%	-3	1%	-3	-20	3%
CCCCOc1ccc(CN(C)c2ncnc(N)n2)cc1	-7%	-8%	15*	?	33*	-26	-3%
O=C(CC1C(=O)NCCN1Cc1ccccc1C(F)(F)F)NCCN1CCOCC1 (stereo unspecified)	2%	45%[activator]	-1	-11%	47	-17	-15%

# The list continues:
SMILES	AmpC no deterg	AMA1 RON2 block	Cycloheximide cs	AmpC inh detg	Shiga toxin inh	HCMV inh	FBPA Giardia inh
O=C(CSc1nc2ccccc2[nH]1)Nc1ccc(F)cc1	-29%	6%	-6	?	3	-19	-4%
O=[N+]([O-])c1cccc(C2N3CCCN23)c1 (stereo unspecified)	2%[2.29 µM]	2%	-3	-1%	-9	17	6%
Cc1nnc(SCC(=O)Nc2cccc(S(=O)(=O)N(C)c3ccccc3)c2)s1	-7%	9%	38*	2%	-67	-6	-15%
COc1ccc(N2C(=O)CCC(C(=O)N3CCC(C(N)=O)CC3)C2c2ccc(F)cc2)cc1 (stereo unspecified)	-7%	-10%	-2	2%	-4	51	5%
CCOc1ccc(NC(=O)CCC(=O)NNC(=O)NC2CCCCC2)cc1	-16%	0%	-4	4%	-10	41	.
Cc1c(C(=O)NCc2cccnc2)sc2nc(-c3ccccc3)cn12	18%	-22%	24*	?	31*	35	5%
COC(=O)C1=C(c2ccc(F)cc2OCc2ccccc2)C[C@@H]2CC[C@H]1N2C(=O)NCCNC(C)=O	233%[activator]	8%	.	4%	.	-25	.
Cc1ccc2oc(C(=O)NCc3ccccc3)cc(=O)c2c1	-11%	0%	4	6%	35	-8	-3%
COc1ccc(/C=C/C(=O)O/N=C(\N)c2ccccn2)cc1OC	-1%	49%[activator]	.	.	.	20	.
O=C(Nc1c[nH]c(=O)[nH]c1=O)c1ccc2c(c1)C(=O)N(c1cccc([N+](=O)[O-])c1)C2=O	-13%	12%	-2	-5%	2	-28	0%
CCCc1nc2ccc(Br)cc2c(=O)n1-c1ccc([N+](=O)[O-])c(C(F)(F)F)c1	-29%	-8%	10	3%	20	-87*	-6%
Cc1sc2nc(SCC(=O)c3cc(C)n(CC4CCCO4)c3C)n(C(C)C)c(=O)c2c1C (stereo unspecified)	-6%	-2%	-5	?	-5	16	-7%
O=C(Nc1ccccc1)c1ccco1	-15%	14%	19*	?	20	12	11%
CN(CC(=O)Nc1cccc(F)c1)C(=O)CN1C(=O)NC2(CCCCC2)C1=O	-4%	-21%	.	?	.	-10	.
O=C(CCCN1C(=O)/C(=C/c2ccco2)SC1=S)Nc1ccccc1	-55%	-2%	-3	?	-8	-97*	?

# (further entries)
SMILES	AmpC no deterg	AMA1 RON2 block	Cycloheximide cs	AmpC inh detg	Shiga toxin inh	HCMV inh	FBPA Giardia inh
CC(OC(=O)c1ccc(S(=O)(=O)N2CCOCC2)cc1)c1ccccc1 (stereo unspecified)	52%	10%	.	-9%	.	-29	.
COc1ccc([N+](=O)[O-])cc1NC(=O)CC(C)c1ccccc1 (stereo unspecified)	-25%	-1%	1	-3%	6	-18	1%
Cc1ccc(S(=O)(=O)N2CCOCC2)cc1C(=O)Nc1c(C)n(C)n(-c2ccccc2)c1=O	-25%	1%	-2	-15%	-3	0	3%
O=C(Nc1ccsc1C(=O)O)c1ccc(Cl)cc1	-24%	-1%	27*	-8%	85*	147	3%
CC1CN(C(=O)Cn2cnc3c2c(=O)n(C)c(=O)n3C)CC(C)O1 (stereo unspecified)	-19%	7%	-2	?	-10	93	0%
N#Cc1c(NC(=O)CCC(=O)O)sc2c1CCCC2	-22%	4%	-3	0%	-13	6	7%
COCCn1c(CN2CCN(c3ccc(OC)cc3)CC2)nc2c1c(=O)n(C)c(=O)n2C	-3%	5%	-3	-16%	-6	-17	-5%
CCCC(=O)NC(Nc1cc(C(F)(F)F)ccc1Cl)C(Cl)(Cl)Cl (stereo unspecified)	-26%	22%	-4	-8%	-10	-33	0%
COc1ccc(OC)c(Nc2nc(-c3cccs3)cs2)c1	-53%	-16%	23*	-2%	17	67	-10%
COc1ccc(CNC(=O)CSc2nnnn2Cc2ccccc2)cc1	-13%	-17%	-5	-9%	-10	12	5%
O=C(Nc1ccccc1)c1ccccc1OCc1cccc([N+](=O)[O-])c1	-33%	-13%	-3	-14%	-12	-11	0%
